RSV CPE inhibition = inhibition of RSV-induced cytopathic effect – HEp-2 cells, primary 10 µM value included (AID 2391); HEp-2 cells, RSV-induced CPE inhibition; higher % means a stronger effect; one-dose CPE inhibition, % at 10 µM; IC50 in µM for titrated hits; actives 0.13% (n = 310,000); in the data active = a potency from the dose series; inconclusive = CPE inhibition mostly from about 23% at the one dose, without a potency; inactive = the rest, 99 in 100 with CPE inhibition below about 21%; note: strong numbers were not always called active
ER stress rescue = rescue of cells from ER stress-induced death, primary screen, 384-well, CSM14.1, thapsigargin, ATP luminescence (AID 1222); CSM14.1 thapsigargin-induced death rescue, ATP luminescence; higher % means a stronger effect; 190,000 tested, under 10 active; cellular ATP content (survival), % at 20 µM; hits with a dose series show EC50 in µM;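 active = EC50 below 50 µM in the dose-response confirmation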;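 note: death triggered by thapsigargin at about 15 µM added after 2 h compound pretreatment; cell ATP read after overnight thapsigargin exposure of roughly 18 to 22 hours; normalized against plate controls of thapsigargin alone and 5% DMSO vehicle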
PhoP inhibition = inhibitors of PhoP regulon expression, primary screen, Salmonella Typhimurium, GFP reporter (AID 1863); S. Typhimurium PhoP-regulated promoter GFP reporter, 4 h; higher % means a stronger effect; inhibition, % at 50 µM; hits with a dose series show IC50 in µM; actives 0.16% (n = 300,000);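 active = inhibition over 29.93%, a cutoff 3 SD above the screen mean, later confirmed by dose response; inconclusive = inhibition over 29.93% but no dose response follow-up; inactive = inhibition at most 29.93% or unconfirmed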;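 note: 0% = low Mg2+ inducing control and 100% = high Mg2+ repressing control; strong numbers were not always called active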
LYP phosphatase = PTPN22 lymphoid phosphatase activity blockers – biochemical, fluorescence intensity, uHTS (AID 1779) | actives 0.054% (n = 290,000) | inhibition, % at 11.5 µM, or IC50 in µM where a hit was titrated | recombinant LYP phosphatase, fluorescence intensity; higher % means a stronger effect; in the data active = inhibition above about 50%;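 note: plate controls were vehicle with enzyme for no effect and no enzyme for full effect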
West Nile antiviral = West Nile virus antiviral activity, cell-based, CPE readout (AID 1621) | CPE inhibition, % at 10 µM; hits with a dose series show IC50 in µM | actives 0.02% (n = 290,000) | West Nile virus-infected cells, CPE inhibition; higher % means a stronger effect; in the data active = a potency from the dose series; inconclusive = CPE inhibition mostly from about 3.7% at the one dose, without a potency; inactive = the rest, 99 in 100 with CPE inhibition below about 2.2%; note: strong numbers were not always called active
Rac1 GTP hydrolysis = MgcRacGAP GTPase-activating activity inhibitors, confirmation, biochemical, ADP Hunter fluorescence | MgcRacGAP-stimulated Rac1 GTP hydrolysis, ADP Hunter fluorescence; higher % means a stronger effect; GST-tagged Rac1 F28L mutant substrate | inhibition, % at 30 µM; hits with a dose series show IC50 in µM | actives 0.6% (n = 340,000) | AID 624330;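 active = first-screen hits whose inhibition reached a set limit at any dose in the follow-up dose series; inconclusive = inhibition above the set first-screen limit but never retested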;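 note: fluorescence reports GDP produced by GAP-driven GTP hydrolysis; strong numbers were not always called active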
NS5 inhibitors = flavivirus cap methylation enzyme inhibition – biochemical, confirmation dose response, primary screen (AID 588689); Dengue-2 NS5 methyltransferase capping enzyme assay, biochemical; higher % means a stronger effect; actives 0.3% (n = 340,000); one-dose inhibition, % at 25 µM; IC50 in µM for titrated hits; in the data active = a potency from the dose series; inconclusive = inhibition above about 29% without an active follow-up result
GPR35 arrestin U2OS = inhibition of zaprinast-stimulated GPR35 beta-arrestin translocation – imaging, U2OS, beta-arrestin-GFP, zaprinast agonist, primary screen (AID 2058); U2OS GPR35 beta-arrestin-GFP translocation imaging, zaprinast antagonism; higher % means a stronger effect; one-dose inhibition, % at 10 µM; IC50 in µM for titrated hits; actives 0.052% (n = 290,000);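 active = inhibition of at least 50% with at least 30 cells and total cytoplasm GFP at most 10,000,000; inconclusive = under 30 cells or total GFP of 10,000,000 plus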
SV40 large T antigen = TAg ATPase/helicase activity blockers – biochemical (AID 1903). inhibition, % at 20 µM; hits with a dose series show IC50 in µM. SV40 large T antigen ATPase/helicase inhibition assay; higher % means a stronger effect. actives 0.39% (n = 310,000); in the data active = a potency from the dose series; inconclusive = inhibition mostly from about 32% at the one dose, without a potency; inactive = the rest, 99 in 100 with inhibition below about 32%; note: strong numbers were not always called active
Active calls of the source: *; ? = inconclusive; · = no result given; & = joins results of further samples.

SMILES	LYP phosphatase	SV40 large T antigen	PhoP inhibition	Rac1 GTP hydrolysis	West Nile antiviral	GPR35 arrestin U2OS	NS5 inhibitors	ER stress rescue	RSV CPE inhibition
CC(C)C[C@H](N)c1nnc(S(=O)(=O)Cc2cccc(F)c2)o1	-3%	3%	0%	0%	-0.5%	6%	-26%	-2.5%	0.3%
CC1Cc2nc(SCC(=O)N3CCOCC3)n(-c3ccccc3)c(=O)c2S1 (centres undefined)	3%	3%	-6%	-4%	0.0%	0%	-3%	-2.8%	2.9%
CSc1ccc(S(=O)(=O)NCc2ccc(C)cc2)cc1	-6%	-1%	-2%	-1%	-0.5%	0%	3%	-0.7%	0.3%
CC(C)(C)S(=O)(=O)c1cnc2c(S(=O)(=O)c3ccccc3)cnn2c1N	-5%	-1%	-3%	-3%	-0.4%	0%	-4%	·	2.0%
COc1ccc(C(=O)C=CNNC(=O)c2ccc(Cl)cc2)cc1	-4%	3%	8%	3%	-1.4%	11%	5%	·	3.7%
c1ccc(N2CCN(C3CC4CCC3C4)CC2)cc1 (centres undefined)	-13%	13%	0%	-4%	0.4%	-2%	-2%	·	1.6%
COc1ccc2oc(C(=O)OCC(=O)N(C)CC(=O)Nc3ccc(F)cc3)c(C)c2c1	·	11%	0%	-4%	·	·	9%	·	-0.4%
Cc1ccccc1CNC(=O)c1ccccc1C	-8%	3%	14%	7%	0.0%	-1%	-1%	-0.8%	0.7%
O=C(NNC(=O)c1ccc(SCC2CCCO2)c([N+](=O)[O-])c1)c1ccc(F)cc1 (centres undefined)	-2%	1%	-7%	-1%	-0.7%	8%	-10%	-0.3%	-0.3%
O=C(CCCc1c[nH]c2ccccc12)N1CCN(S(=O)(=O)c2cccs2)CC1	-4%	11%	11%	2%	-0.6%	20%	-10%	0.6%	0.4%
Cc1cccc(-n2c(-c3csc(C)c3C)n[nH]c2=S)c1	1%	15%	6%	9%	0.8%	-7%	7%	-0.2%	1.8%
COc1ccc(C(=O)c2c(C)c(CCC#N)n3ccccc23)c(OC)c1	-3%	7%	-4%	10%	-0.5%	4%	3%	·	6.2%
COC(=O)c1ccccc1COn1c(=O)c(C)[n+]([O-])c2ccccc21	0%	15%	-3%	7%	0.2%	3%	-1%	1.5%	7.1%
S=C(NCc1cccs1)Nc1cccc2ccccc12	-6%	19%	-2%	9%	0.1%	-3%	0%	-1.6%	2.6%
CC(C)OCC(O)Cn1c(N2CCCC2)nc2c1c(=O)[nH]c(=O)n2C (centres undefined)	-6%	17%	10%	3%	0.1%	8%	-3%	-0.5%	-0.4%
CC(C)CS(=O)(=O)C1=NSC2=NC(=O)/C(=C\c3ccc(OC(=O)c4ccco4)cc3)C(=N)N21	-3%	34%	-7%	22%	1.0%	-5%	-5%	·	1.0%
O=C(O)c1[nH]c2ccccc2c1C(c1cc(Cl)cc([N+](=O)[O-])c1O)c1c(C(=O)O)[nH]c2ccccc12	-6%	35%	-4%	?	-0.3%	2%	9.8µM*	·	0.4%
CCOC(=O)c1ccccc1NC(=O)CN1C(=O)CCS(=O)(=O)c2ccccc21	-2%	5%	6%	8%	-0.2%	8%	-1%	0.2%	·
Cc1cc2nc3c(=O)[nH]c(=S)[nH]c3nc2cc1NC(=O)C(F)(F)F	-8%	9%	-138%	6%	-1.2%	9%	?	·	-1.5%
CCOc1ccc(Br)cc1S(=O)(=O)NCc1ccc(S(N)(=O)=O)cc1	-7%	2%	-3%	4%	0.0%	-9%	-2%	-1.6%	1.9%
CCOc1cc(N2CCOCC2)c(OCC)cc1NC(=O)COC(=O)CCOc1cc(C)ccc1C	·	38%	-1%	9%	·	·	-3%	·	0.6%
OCCNC(=S)NCc1ccccc1	1%	7%	-1%	·	0.0%	-1%	·	·	1.9%
Cc1cc[n+](CC[n+]2ccc(C)cc2)cc1	·	4%	6%	8%	·	·	-3%	·	1.1%
CCOC(=O)C1(Cc2ccc(Cl)cc2)CCN(C(=O)C2CCCO2)CC1 (centres undefined)	1%	3%	-6%	2%	-0.3%	-3%	-5%	-1.3%	-0.8%
Cc1ccc(NC(=O)CSc2nnc(CN3CCOCC3)n2-c2ccccc2)cc1	-2%	8%	-1%	3%	-0.9%	2%	-3%	-1.5%	-0.3%

SMILES	LYP phosphatase	SV40 large T antigen	PhoP inhibition	Rac1 GTP hydrolysis	West Nile antiviral	GPR35 arrestin U2OS	NS5 inhibitors	ER stress rescue	RSV CPE inhibition
COc1cccc(NC(=O)CN(C)C(=O)CN2C(=O)c3ccc([N+](=O)[O-])cc3C2=O)c1	·	11%	0%	9%	·	·	-7%	·	1.5%
COc1cccc(N2CC(NC(=O)c3ccc4ccccc4c3)CC2=O)c1 (centres undefined)	·	17%	4%	6%	·	·	-4%	·	1.3%
CN1CCCC(OC(=O)c2ccc(C(C)(C)C)cc2)C1 (centres undefined)	-3%	8%	-3%	5%	1.5%	-7%	-4%	·	2.3%
COc1cccc(CNC(=O)c2ccc(CS(=O)(=O)Cc3ccccc3C)o2)c1	-16%	·	3%	-9%	0.2%	-4%	-7%	·	0.1%
Cc1ccccc1OCC(=O)OCC(=O)NCc1ccco1	·	4%	-5%	4%	·	·	1%	·	-0.4%
C#CC[N+](C)(C)CC#Cc1ccccc1	-5%	·	·	6%	0.4%	-10%	-1%	-1.5%	3.5%
O=C(CCCCn1c(=O)[nH]c2ccsc2c1=O)NCC1CCCO1 (centres undefined)	-2%	-2%	5%	4%	0.4%	-23%	-4%	·	2.4%
CC1CCCCN1C(=O)c1cc2c(=O)n3ccccc3nc2s1 (centres undefined)	-9%	7%	7%	10%	-0.2%	-5%	-2%	·	4.9%
Cn1cccc1C(=O)N1CCN(c2cccc(C(F)(F)F)c2)CC1	1%	3%	-17%	12%	-0.2%	-11%	-5%	-0.6%	3.1%
COc1ccc(-c2coc3c(C)c4oc(=O)c(CCC(=O)O)c(C)c4cc23)cc1	9%	?	-4%	18%	1.5%	4%	12%	·	16%
COc1ccc([N+](=O)[O-])cc1NC(=O)c1ccc(N(Cc2ccccc2Cl)S(C)(=O)=O)cc1	2%	7%	-11%	9%	-0.4%	-2%	3%	-3.4%	6.0%
O=C(Nc1ccc(OC(=O)c2cccnc2)cc1)c1cccnc1	-2%	?	4%	27%	0.9%	2%	-1%	3.6%	1.4%
CCOc1ccc(C(=O)COC(=O)c2c(-c3ccccc3)noc2C)cc1	·	24%	3%	4%	·	·	-1%	·	0.2%
O=C(O)c1ccc2c(=O)n3c(nc2c1)/C(=C/c1cccc(Cl)c1Cl)CCCC3	3%	12%	-1%	9%	-0.7%	-13%	-5%	-0.4%	15%
O=C(CN1CCN(Cc2ccccc2)CC1)Nc1cccc(Br)c1	-13%	4%	9%	3%	-0.9%	-5%	1%	·	1.3%
Cc1onc(-c2ccccc2Cl)c1C(=O)N1CCN(c2nc3ccccc3s2)CC1	6%	8%	0%	8%	-0.8%	4%	1%	-3.3%	6.4%
O=C(Nn1c(Cc2cccs2)nc2ccccc2c1=O)c1ccc(F)c(F)c1	-5%	23%	-2%	2%	-0.3%	16%	-2%	-1.6%	2.0%
COC(=O)c1scc(C)c1NC(=O)CSc1ccc(Cl)cc1	-6%	5%	4%	-5%	-0.2%	7%	2%	·	1.5%
CCCCCN(C(=O)COC(=O)c1ccc(Br)o1)c1c(N)n(CCCC)c(=O)[nH]c1=O	-8%	2%	-7%	2%	·	-7%	-1%	-0.2%	1.3%
Cc1cc(OCC(=O)NCC2CCC(C(=O)O)CC2)c2c(C)c(Cc3ccccc3)c(=O)oc2c1 (centres undefined)	-7%	8%	9%	1%	0.4%	-7%	4%	·	1.6%
NS(=O)(=O)c1ccc(CCN=Cc2ccccc2O)cc1	-7%	2%	7%	6%	2.1%	7%	-2%	1.3%	2.1%
CCN(CC)C(=O)Cn1cc(S(=O)(=O)CC(=O)NCCc2ccc(OC)c(OC)c2)c2ccccc21	-6%	16%	-3%	5%	-0.3%	-11%	-4%	-1.1%	3.4%
CCN(CC(=O)Nc1c(F)cccc1F)C(=O)CN(C)S(=O)(=O)c1ccc(F)cc1	·	2%	9%	9%	·	·	-1%	·	-1.4%
CCC(=O)NC(C)C(c1cccs1)N1CCOCC1 (centres undefined)	·	·	·	1%	0.5%	·	-2%	·	0.8%
Cc1cc(C)nc(SCc2ccc(C(=O)N/N=C3\CCCC(=O)C3)cc2)n1	4%	0%	-10%	-28%	0.1%	-10%	-32%	-1.4%	-0.2%

SMILES	LYP phosphatase	SV40 large T antigen	PhoP inhibition	Rac1 GTP hydrolysis	West Nile antiviral	GPR35 arrestin U2OS	NS5 inhibitors	ER stress rescue	RSV CPE inhibition
Cc1cc(N2CCN(S(=O)(=O)c3ccccc3)CC2)nc2c(C)cccc12	7%	6%	0%	2%	0.7%	5%	2%	·	?
COCCCNC(=O)COc1ccc(S(=O)(=O)NCc2ccccc2)cc1Cl	-1%	20%	13%	6%	-0.7%	-8%	-3%	2.4%	0.6%
COc1ccc(C)cc1NC(=O)c1ccc([N+](=O)[O-])cc1[N+](=O)[O-]	-11%	·	·	9%	-1.3%	-15%	-2%	1.0%	0.2%
COc1cc(NC(=O)c2csc(N)n2)cc(C(=O)Nc2cccc(C(F)(F)F)c2)c1	1%	8%	8%	18%&4%	-0.2%	2%	-2%&-6%	·	2.4%
Cc1ccc(N2CCN(C(=O)Nc3cccc([N+](=O)[O-])c3)CC2C)cc1 (centres undefined)	-5%	10%	0%	-2%	-1.1%	-8%	-8%	0.8%	15%
COc1ccc2nc(NC3=NC(C(=O)Nc4ccc(C)cc4)CC(=O)N3)nc(C)c2c1 (centres undefined)	2%	-3%	24%	·	-0.2%	0%	·	14%	0.7%
CCC(=O)Nc1ccc(NC(=O)CSc2nc3cc4c(cc3cc2C)CCC4)cc1	-4%	4%	-11%	5%	-0.3%	-5%	-3%	0.2%	-0.3%
Cc1nn2c(-c3ccccn3)ccnc2c1Br	-4%	-2%	1%	1%	0.5%	8%	0%	·	1.3%
COc1c(Cl)cc(Br)c(OC)c1C(=O)NC(=O)Nc1nc(C)cc(C)n1	-4%	17%	-1%	3%	-0.4%	-8%	-8%	·	·
CCCOc1ccc(C(=O)CCNC(Cc2c[nH]c3ccccc23)C(=O)O)cc1 (centres undefined)	-2%	7%	0%	8%	-0.3%	-6%	-13%	·	0.0%

Screens deposited in PubChem BioAssay by several laboratories.
